Assay outcomes from PubChem.
EBI2 antag = EBI2 receptor antagonists, beta-arrestin recruitment, primary screen, cell-based, luminescence, 7a,25-OHC stimulation, uHTS | 0.81% of 360,000 active | G-protein coupled receptor 183 (Homo sapiens), P32249 | AID 651636, 2012 | 7a,25-OHC stimulated | inhibition, % at 5 µM; in the data active = inhibition above about 38%;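 note: enzyme fragment complementation signal reports receptor beta-arrestin coupling in cells; 0% = agonist plus DMSO wells and 100% = wells without agonist; some results beyond the cut were filed as inactive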
Target sequence (P32249 whole entry, looked up, the tested form may be a part): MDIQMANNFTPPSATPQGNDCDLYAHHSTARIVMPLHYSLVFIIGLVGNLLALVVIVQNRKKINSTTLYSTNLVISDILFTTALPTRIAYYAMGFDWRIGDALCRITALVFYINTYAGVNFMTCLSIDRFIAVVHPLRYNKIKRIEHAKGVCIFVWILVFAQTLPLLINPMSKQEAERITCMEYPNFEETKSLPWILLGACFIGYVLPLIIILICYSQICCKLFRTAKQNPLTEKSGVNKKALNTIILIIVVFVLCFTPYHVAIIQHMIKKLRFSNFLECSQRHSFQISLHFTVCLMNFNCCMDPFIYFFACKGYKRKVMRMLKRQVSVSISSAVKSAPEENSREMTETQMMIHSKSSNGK
CXCR6 inh = CXCR6 receptor inhibitors, primary screen, cell-based, beta-arrestin, luminescence, CHO-K1 PathHunter, 1536-well; AID 602244, 2012; inhibition, % at 20 µM; 0.36% of 360,000 active; C-X-C chemokine receptor type 6 (Homo sapiens), O00574; in the data active = inhibition above about 34%, passing the limit was not always enough;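 note: antagonist mode with CXCL16 agonist at 10 nM final; 0% = 10 nM CXCL16 with DMSO and 100% = unstimulated wells without agonist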
Target sequence (O00574 whole entry, looked up): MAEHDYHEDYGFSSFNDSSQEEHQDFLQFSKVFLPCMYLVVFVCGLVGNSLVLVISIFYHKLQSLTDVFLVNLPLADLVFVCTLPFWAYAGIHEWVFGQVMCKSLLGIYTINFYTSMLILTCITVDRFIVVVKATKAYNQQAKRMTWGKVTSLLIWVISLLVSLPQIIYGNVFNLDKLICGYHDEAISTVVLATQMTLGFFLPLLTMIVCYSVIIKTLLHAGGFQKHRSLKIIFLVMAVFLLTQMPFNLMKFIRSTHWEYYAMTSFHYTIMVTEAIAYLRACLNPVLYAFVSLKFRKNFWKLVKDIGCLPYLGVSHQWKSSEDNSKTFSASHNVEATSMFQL
UPR CHOP act = activators of apoptotic CHOP UPR arm, primary screen, cell-based, CHO-CHOP luciferase reporter, luminescence, uHTS; activation, % at 10 µM; UPR activation; percent of tunicamycin response over DMSO baseline; 0.34% of 330,000 active; AID 449763, 2010;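 active = at 10 µM dose, activation of 40% or more, normalized to positive control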;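 note: 100% = tunicamycin at 10 µg/mL and 0% = DMSO alone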
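Material: CHO-CHOP cells, stable luciferase reporter of PERK-eIF2a-CHOP signalling; quantity: 500 reporter cells seeded per well; buffer or medium: F12 medium containing 10% fetal bovine serum; compound: one dose, 10 µM in 0.5% DMSO; incubation: 6 h compound treatment, 37 °C; measured by: Steady-Glo luciferase luminescence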
XBP1 UPR activ = activators of adaptive XBP1 UPR arm, primary screen, cell-based, CHO-XBP1 luciferase reporter, luminescence, uHTS; 0.33% of 330,000 active; IRE1-XBP1 UPR activation; percent of tunicamycin response, DMSO as zero; AID 463104, 2010; activation, % at 20 µM;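 active = versus positive control, 20 µM dose yields 30% or more activation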;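 note: 100% = tunicamycin at 10 µg/mL and 0% = DMSO only wells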
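Material: CHO-XBP1 cells stably carrying IRE1-XBP1-driven luciferase reporter / Amount: 1000 cells per well / Compound: 20 µM, 1% DMSO / Times: 6 h treatment, 37 °C / Detection: luciferase luminescence / Measure: % activation of reporter signal versus tunicamycin and DMSO controls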
APJ agonist = agonists of human apelin receptor APJ, primary screen, CHO-K1 cells, PathHunter beta-arrestin, luminescence; 0.11% of 330,000 active; 0% DMSO wells, 100% apelin; P35414; AID 2520, 2010; activation, % at 20 µM;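 active = activation more than six SD over the plate average, tested at 20 µM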;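 note: 0% = DMSO alone and 100% = apelin-13 at 10 nM; some results filed as inactive read as strong as hits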
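Assay system: CHO-K1 cells stably expressing ProLink-tagged human APJ and arrestin–beta-gal acceptor. Compound dosing: 20 µM single point, 1% DMSO. Times: 16-18 h seeding, 90 min dark compound exposure, 60 min detection. Detection: beta-gal luminescence. Evaluation: APJ–arrestin association signal. Controls: negative DMSO alone, positive Apelin-13 at 10 nM.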
tim23-1 inh = growth inhibitors of tim23-1 mutant yeast, primary screen, luminescence, uHTS; S. cerevisiae tim23-1 growth, BacTiter-Glo luminescence, 24 h; inhibition, % at 20 µM; 1.3% of 330,000 active; AID 463212, 2010;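 active = growth inhibition of the mutant yeast at or above 50%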;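 note: temperature-sensitive mutant grown at 25 °C; plate controls were DMSO-treated mutant yeast for no effect and medium wells lacking yeast for full effect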
Mdm2 MdmX PPI = inhibitors of human Mdm2-MdmX association, primary screen, cell-based, luminescence, split luciferase, SaOS-2, uHTS. SaOS-2 split-luciferase Mdm2/MdmX complementation. Protein Mdm4 (Homo sapiens) + E3 ubiquitin-protein ligase Mdm2 (Homo sapiens), …. 3% of 330,000 active. inhibition, % at 8 µM;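 active = inhibition of at least 50% at 8 µM in the primary screen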
CCR6 antagonist = CCR6 receptor antagonists, primary screen, cell-based, CHO-K1, luminescence, beta-arrestin, uHTS; C-C chemokine receptor type 6 (Homo sapiens), P51684; 0.49% of 340,000 active; CHO-K1 CCR6 PathHunter beta-arrestin, CCL20-stimulated; inhibition, % at 20 µM; AID 493098, 2011;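 active = compounds whose inhibition of the agonist-driven luminescence signal at 20 µM reaches about 50%, limit read from the data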;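 note: cells stimulated with CCL20 at 14 nM final; plate controls were DMSO with CCL20 for no effect and DMSO without agonist for full effect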
Target sequence (P51684 whole entry, looked up): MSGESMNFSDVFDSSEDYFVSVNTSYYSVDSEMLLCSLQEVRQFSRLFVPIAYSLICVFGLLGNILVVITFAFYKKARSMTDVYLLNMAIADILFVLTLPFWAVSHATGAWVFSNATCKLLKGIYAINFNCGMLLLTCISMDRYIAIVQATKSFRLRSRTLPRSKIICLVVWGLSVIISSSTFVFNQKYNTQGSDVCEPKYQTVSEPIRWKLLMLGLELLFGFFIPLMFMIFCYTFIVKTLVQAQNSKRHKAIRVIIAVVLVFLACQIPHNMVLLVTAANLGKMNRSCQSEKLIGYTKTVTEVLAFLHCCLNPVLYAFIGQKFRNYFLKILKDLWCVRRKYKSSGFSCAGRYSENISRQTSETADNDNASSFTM
APJ antag = antagonists of human apelin receptor APJ, primary screen, CHO-K1 cells, beta-arrestin complementation, luminescence. P35414. inhibition, % at 20 µM. 0.32% of 330,000 active;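 active = inhibition above about 40% at 20 µM, limit read from the data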;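 note: cells challenged with 10 nM apelin-13 agonist together with compound; plate controls were apelin-13 plus DMSO wells for no effect and DMSO wells lacking apelin-13 for full effect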
* = called active by the depositor; · = not tested or not shown. Not all compounds are listed; rates above refer to the full screens.

cpd | Structure | EBI2 antag | CXCR6 inh | UPR CHOP act | XBP1 UPR activ | APJ agonist | tim23-1 inh | Mdm2 MdmX PPI | CCR6 antagonist | APJ antag
1 | O=C(Nc1ccc2nc3n(c(=O)c2c1)CCCC3)c1cncc(Br)c1 | 5 | 5 | 1.7 | 3 | -2 | 1 | 22 | 2 | -17
2 | CC(=O)Oc1ccccc1C1C[C@]2(C)CC(=O)NC2N1C(C)=O (stereo not given in full) | -11 | 4 | -1.1 | 3 | -1 | 4 | -13 | 9 | 3
3 | O=C(CSc1cn(CCNC(=O)c2ccccc2)c2ccccc12)NCc1ccco1 | 3 | -6 | 2.0 | -3 | -2 | 7 | -25 | 7 | 4
4 | COc1ccc(NC2CCCN(C(=O)c3cn(C)c4ccccc34)C2)cc1 (stereo not given) | -10 | -8 | 3.4 | -3 | -2 | 8 | 18 | -4 | 4
5 | C=CCN(c1cccc(C(F)(F)F)c1)S(=O)(=O)c1cccc(C(=O)OCC(=O)NC(N)=O)c1 | 2 | 7 | 0.8 | -1 | -3 | 6 | -2 | 15 | -1
6 | COc1cc(NC(=O)c2cccs2)c(OC)cc1NC(=O)CCC(=O)Nc1ccc2ncccc2c1 | -9 | -1 | 0.9 | -3 | -2 | -18 | 30 | 6 | -10
7 | O=C(OCC(=O)N1CCN(c2ccccc2)CC1)c1ccc(O)cc1O | 8 | -1 | -1.7 | 1 | -12 | -2 | -7 | 2 | 9
8 | Cc1nc2cc(C(F)(F)F)ccc2n1C1CCN(C(=O)N2CCOCC2)CC1 | 4 | 5 | -2.6 | -1 | -2 | 7 | 2 | 5 | -1
9 | CCC(=O)N1CCc2cc(S(=O)(=O)NC(Cc3ccccc3)C(=O)O)ccc21 (stereo not given) | -2 | 4 | 2.2 | 0 | 3 | -8 | 29 | -13 | 21
10 | Cc1cc(C)cc(OCC(=O)Nc2nc(-c3cccnc3)cs2)c1 | 0 | 3 | -0.2 | -5 | -4 | 5 | 78* | -7 | 5
11 | CCOc1ccc(-c2nnc(-c3ccco3)o2)cc1 | -15 | -3 | -5.9 | -9 | -1 | 1 | -23 | 5 | 2
12 | O=C(Nc1ccc2c(c1)OCO2)C1CC(c2c(F)cccc2Cl)=NO1 (stereo not given) | 1 | -8 | 0.1 | 1 | -2 | 27 | 15 | 2 | 13
13 | O=C(CSCc1ccccc1)Nc1ccccc1 | -7 | 3 | 2.1 | -3 | -4 | 2 | 22 | 3 | 10
14 | Cc1ccc(N(C)S(=O)(=O)c2nnc(NC(=O)c3ccco3)s2)cc1 | -7 | -6 | 1.0 | -5 | 5 | 23 | -12 | 7 | 4
15 | O=C(c1ccco1)N1CCN(C(=O)c2cc3c(s2)-c2ccccc2OC3)CC1 | 70* | 2 | 2.6 | -1 | -1 | 13 | 12 | 19 | 21
16 | Cc1csc(Nc2ccc(C(=O)O)cc2)n1 | -15 | -6 | 2.1 | 0 | -2 | -1 | 14 | 6 | 5
17 | Cc1cccc(OCc2occc2C(=O)Nc2cccc(-n3cnnn3)c2)c1 | 35 | -7 | 1.1 | -5 | 0 | 13 | 19 | 16 | 9
18 | CC1=C/C(=N\NC(=S)NCCc2ccccc2)CC(C)(C)C1 | 10 | 19 | 2.0 | 0 | -5 | 43 | -43 | 33 | 25
19 | Nc1nc(-c2ccccc2)nn1C(=O)Cc1ccccc1 | -1 | -3 | -2.5 | -1 | -5 | 27 | -4 | -1 | 8
20 | O=[N+]([O-])c1cccc(S(=O)(=O)Nc2ccc3cn[nH]c3c2)c1 | -3 | -30 | 1.8 | -3 | 1 | 1 | 2 | 4 | -5
21 | O=C(c1cnn2cccnc12)N1CCN(Cc2ccc3c(c2)OCO3)CC1 | -3 | -2 | 0.9 | 28 | -6 | -6 | 27 | 4 | 9
22 | O=S(=O)(NCc1csc(-c2cccs2)n1)c1cccs1 | 1 | -10 | 1.5 | 1 | -5 | 34 | -1 | -4 | -2
23 | OCCN1CCOCCN(CCO)CCN(CCO)CC1 | -18 | -6 | -1.7 | -2 | -6 | 18 | -2 | -8 | -8
24 | Cc1ccc2c(Cl)c(C(=O)NCCCn3ccnc3)sc2c1 | -1 | 3 | 2.7 | 0 | 7 | 9 | -20 | 0 | -3
25 | COC(=O)c1ccccc1NC(=O)c1ccc(-c2cccc(Cl)c2)o1 | -7 | -4 | 14 | 52* | -3 | -10 | 48 | 1 | -10
26 | Cc1ccc(C(=O)O)cc1-c1ccc(C=C2C(=O)c3ccccc3C2=O)o1 | -3 | -4 | -0.3 | -3 | 1 | 28 | 8 | 4 | -16
27 | COc1ccc(-n2c(SCC(=O)Nc3cc(C)on3)nc3c(c2=O)SCC3)cc1 | -5 | 0 | 0.0 | -3 | 4 | 6 | 29 | -1 | 12
28 | CC(=O)Oc1c(S(=O)(=O)c2ccc(C)cc2)c(C)nn1C(C)(C)C | 5 | -14 | 0.6 | -2 | 4 | 52* | 43 | -3 | 4
29 | COCCCNC(=O)Cn1nnc(-c2ccc(NC(=O)c3cccnc3)cc2)n1 | · | · | 0.7 | -2 | -2 | -7 | 16 | · | -5
30 | CCCn1nnc(NC(=O)c2ccc(Br)o2)n1 | -6 | 4 | 4.2 | 5 | 0 | 7 | -13 | -4 | 15
31 | OC[C@H]1O[C@H](OC[C@H]2OC(O)[C@H](O)[C@@H](O)[C@@H]2O)[C@H](O)[C@@H](O)[C@@H]1O (stereo not given in full) | -2 | -1 | -3.2 | -6 | -3 | 10 | 16 | -4 | -7
32 | CCCCN1CC[C@H]2C=CC[C@@H](C(=O)Nc3ccccc3)[C@H]2C1=O | -14 | 4 | -0.9 | 0 | -1 | 12 | 15 | 7 | 17
33 | Cc1ccc(NC(=O)c2c3c(nc4ccccc24)CCC3)cc1 | -2 | 1 | 0.5 | -3 | -4 | -10 | 4 | 12 | -7
34 | CC(=O)N1CCc2cc(S(=O)(=O)NC(CC(C)C)C(=O)Nc3ccc4c(c3)OCCO4)ccc21 (stereo not given) | 3 | -1 | -2.1 | -3 | 5 | 17 | 0 | -3 | 14
35 | Cc1noc(C)c1S(=O)(=O)NC1CCN(Cc2ccccc2)CC1 | -5 | 6 | 1.2 | 2 | 1 | 5 | 1 | -5 | 1
36 | Cc1cc(C(F)(F)F)nn1CC(=O)N1CCCCC1C (stereo not given) | 2 | 9 | -0.8 | 2 | -3 | 11 | 19 | -9 | 13

Quoted at random: 4 compounds from above, in no set order.
cpd | Structure | EBI2 antag | CXCR6 inh | UPR CHOP act | XBP1 UPR activ | APJ agonist | tim23-1 inh | Mdm2 MdmX PPI | CCR6 antagonist | APJ antag
21 | O=C(c1cnn2cccnc12)N1CCN(Cc2ccc3c(c2)OCO3)CC1 | -3 | -2 | 0.9 | 28 | -6 | -6 | 27 | 4 | 9
28 | CC(=O)Oc1c(S(=O)(=O)c2ccc(C)cc2)c(C)nn1C(C)(C)C | 5 | -14 | 0.6 | -2 | 4 | 52* | 43 | -3 | 4
32 | CCCCN1CC[C@H]2C=CC[C@@H](C(=O)Nc3ccccc3)[C@H]2C1=O | -14 | 4 | -0.9 | 0 | -1 | 12 | 15 | 7 | 17
11 | CCOc1ccc(-c2nnc(-c3ccco3)o2)cc1 | -15 | -3 | -5.9 | -9 | -1 | 1 | -23 | 5 | 2

Back to the main list, starting 2 compounds before the break.
cpd | Structure | EBI2 antag | CXCR6 inh | UPR CHOP act | XBP1 UPR activ | APJ agonist | tim23-1 inh | Mdm2 MdmX PPI | CCR6 antagonist | APJ antag
35 | Cc1noc(C)c1S(=O)(=O)NC1CCN(Cc2ccccc2)CC1 | -5 | 6 | 1.2 | 2 | 1 | 5 | 1 | -5 | 1
36 | Cc1cc(C(F)(F)F)nn1CC(=O)N1CCCCC1C (stereo not given) | 2 | 9 | -0.8 | 2 | -3 | 11 | 19 | -9 | 13
37 | COc1ccc(/C=C(\C#N)C(=O)OCC(=O)N(C)C2CCS(=O)(=O)C2)cc1 (stereo not given) | -6 | -2 | -0.6 | -2 | -4 | -18 | 8 | 14 | -1
38 | CCC(=O)Nc1nc2c(OC)ccc(OC)c2s1 | -12 | -3 | 0.5 | 2 | -3 | 24 | 6 | 2 | -17
39 | COc1cc(C2CC(=O)c3c(O)cc(O)cc3O2)ccc1O (stereo not given) | 8 | 0 | -0.3 | -1 | -4 | 9 | 3 | -1 | 2
40 | CCC(=O)NC(C)C(c1cccs1)N1CCN(c2ccccc2)CC1 (stereo not given) | -2 | -2 | 1.1 | -1 | 0 | 7 | -14 | 3 | 14
41 | O=C(NCCc1nnc2ccc(N3CCCCCC3)nn12)c1ccccc1F | 3 | 2 | -0.8 | 0 | 3 | 1 | -6 | 8 | 13
42 | CC(c1ccon1)N(C)Cc1cn[nH]c1-c1ccc(-c2ccccc2)cc1 (stereo not given) | 31 | 0 | 3.1 | 3 | -1 | 39 | -3 | 14 | 13
43 | NC(=O)c1nsc(C(=O)N(Cc2ccc(F)cc2)C(C(=O)NCC2CCCO2)c2ccc(F)cc2)c1N (stereo not given) | 10 | 5 | -1.0 | -4 | -1 | 10 | 2 | -2 | 10
44 | CC(C)(C)c1sc(N)nc1-c1ccccc1 | -7 | 3 | -0.2 | -2 | -3 | 4 | 8 | -10 | 17
45 | CC(C)Cc1nc(C#N)c(N2CCC(C(N)=O)CC2)o1 | 0 | -5 | -0.9 | -1 | 0 | -1 | 17 | -9 | 0
46 | COc1ccc(OC)c2c1cc(C(=O)N[C@@H](Cc1ccccc1)C(=O)O)n2C | -9 | -10 | 2.3 | 0 | 0 | 13 | 17 | 4 | -17

Rewritten field by field: entries from further up.
[42] CC(c1ccon1)N(C)Cc1cn[nH]c1-c1ccc(-c2ccccc2)cc1 (stereo not given)
- EBI2 antag: 31
- CXCR6 inh: 0
- UPR CHOP act: 3.1
- XBP1 UPR activ: 3
- APJ agonist: -1
- tim23-1 inh: 39
- Mdm2 MdmX PPI: -3
- CCR6 antagonist: 14
- APJ antag: 13

[40] CCC(=O)NC(C)C(c1cccs1)N1CCN(c2ccccc2)CC1 (stereo not given)
- EBI2 antag: -2
- CXCR6 inh: -2
- UPR CHOP act: 1.1
- XBP1 UPR activ: -1
- APJ agonist: 0
- tim23-1 inh: 7
- Mdm2 MdmX PPI: -14
- CCR6 antagonist: 3
- APJ antag: 14
